Bioassay records as filed in PubChem BioAssay.
All columns: NCI-60 one-dose screen, growth in % after 48 h at 10 µM unless noted; 100 = growth as untreated, 0 = no growth, -100 = all killed.
K-562 – K-562 leukemia; actives 7.4% (n = 78,000); AID 1794777
MDA-MB-468 – MDA-MB-468 breast cancer; actives 8.5% (n = 78,000)
SR – SR leukemia cells; actives 8.7% (n = 73,000)
BT-549 – BT-549 breast cancer. actives 4.4% (n = 78,000)
MDA-MB-231 – MDA-MB-231 breast cancer. actives 5% (n = 81,000)
MCF7 – MCF7 breast cancer; actives 6.3% (n = 82,000); AID 1794796
HS 578T – HS 578T breast cancer | AID 1794788 | actives 4.1% (n = 78,000)
T-47D – T-47D breast cancer; actives 5% (n = 79,000); AID 1794792
An asterisk follows results filed as active; x = no result given; & = joins results of further samples. The calls were made as follows: active = growth percent below 10; inactive = the rest.

SMILES	K-562	MDA-MB-468	SR	BT-549	MDA-MB-231	MCF7	HS 578T	T-47D
CN1CCC(OC(c2ccccc2)c2ccc(Cl)cc2)C1 (configuration not stated)	78	78	x	114	109	82	77	96
CCOC(=O)c1c(-c2ccccc2)c(Cc2ccccc2)n(CCCCCCO)c1C	85	x	84	121	79	75	85	52
O=c1[nH]c2ccc(Cl)cc2cc1CSc1ccccc1Nc1nccc(-c2ccc3ccccc3c2)n1	68	74	75	106	89	74	87	92
CCOC(=O)c1cnc(SCC)nc1SC#N	x	124	x	115	98	88	121	81
Cc1ccc(C)c2c1SC1=NNC(N3CCCCC3)=C(C#N)C(=N)N12	83	116	95	118	103	93	103	86
Cc1ccc(NC(=O)C(C)C)cc1	97	99	84	101	x	92	x	102
O=C(NCc1cn(Cc2cccc(Oc3ccccc3)c2)nn1)c1cccnc1Nc1ccc(Br)cc1	x	87	57	104	59	88	102	85
c1ccc(Nc2n[nH]c(-c3cccnc3)n2)cc1	88	98	x	102	103	89	87	94
NCC(O)c1ccc(O)c(O)c1 (configuration not stated)	100&93	108&104	101&100	90&102	81&93	104&99	118&106	108&99
Brc1ccc(-c2ccnc3c2c(-c2ccccc2)nn3-c2ccccc2)cc1	99	106	106	111	112	95	112	101
N#Cc1ccc(NN=Nc2ccccc2C#N)cc1	98	100	112	97	95	96	107	96
Cc1c[nH]c(=O)n(CCOc2nc(Oc3ccccc3C(=O)O)cc(-c3ccco3)n2)c1=O	82	82	54	95	87	71	98	81
Cc1[nH]n(-c2ccccc2Cl)c(=O)c1/C=C1\C=Nc2ccccc21	129	105	x	117	73	76	x	84
O=C(/C=C/c1ccccc1)c1ccc(NC(=O)c2cc3cc4ccccc4nc3s2)cc1	69	95	66	71	73	78	89	77
N#CC1CCN(c2ncnc3c2ncn3Cc2nnc3c4ccccc4c(Cl)nn23)CC1	81	74	66	79	86	76	90	90
CCC(N)(C(=O)O)c1ccc(F)cc1 (configuration not stated)	92	105	105	x	110	93	111	111
N=C1NC(=O)C(Cn2c(-c3ccccc3)nc3ccccc32)S1 (configuration not stated)	105	99	x	109	100	97	103	103
CC(C)c1ccc(S(=O)(=O)Nc2sc3c(c2C#N)CCC(=O)C3)cc1	89	92	81	115	106	78	83	69
Cc1ccc(S(=O)(=O)NCCNS(=O)(=O)c2ccc(C)cc2)cc1	104	96	99	99	103	101	104	84
CSc1nc(Oc2ccc(NC(C)=O)cc2)c(C#N)c(-c2cccc([N+](=O)[O-])c2)n1	90	116	x	94	95	84	98	95

One compound at a time, as listed above. Order of screens: K-562, MDA-MB-468, SR, BT-549, MDA-MB-231, MCF7, HS 578T, T-47D
O=C(/C=C/c1ccccc1)c1ccc(NC(=O)c2cc3cc4ccccc4nc3s2)cc1 is listed with 69, 95, 66, 71, 73, 78, 89, 77
Cc1c[nH]c(=O)n(CCOc2nc(Oc3ccccc3C(=O)O)cc(-c3ccco3)n2)c1=O is listed with 82, 82, 54, 95, 87, 71, 98, 81

A second format for 5 compounds above.
Fields – K-562 | MDA-MB-468 | SR | BT-549 | MDA-MB-231 | MCF7 | HS 578T | T-47D
Cc1c[nH]c(=O)n(CCOc2nc(Oc3ccccc3C(=O)O)cc(-c3ccco3)n2)c1=O
  82 | 82 | 54 | 95 | 87 | 71 | 98 | 81
N#CC1CCN(c2ncnc3c2ncn3Cc2nnc3c4ccccc4c(Cl)nn23)CC1
  81 | 74 | 66 | 79 | 86 | 76 | 90 | 90
CCOC(=O)c1cnc(SCC)nc1SC#N
  x | 124 | x | 115 | 98 | 88 | 121 | 81
Brc1ccc(-c2ccnc3c2c(-c2ccccc2)nn3-c2ccccc2)cc1
  99 | 106 | 106 | 111 | 112 | 95 | 112 | 101
Cc1ccc(S(=O)(=O)NCCNS(=O)(=O)c2ccc(C)cc2)cc1
  104 | 96 | 99 | 99 | 103 | 101 | 104 | 84

(more compounds)
SMILES	K-562	MDA-MB-468	SR	BT-549	MDA-MB-231	MCF7	HS 578T	T-47D
Cc1ccc(-c2ncc(S(=O)(=O)c3ccccc3)o2)cc1	82	98	93	111	91	96	98	101
COc1cccc2c(N=NC(=O)c3ccc(S(N)(=O)=O)cc3)c(O)[nH]c12	98	101	81	94	102	91	101	93
O=C(O)Cc1cnnn1-c1ccccc1	x	98	88	103	96	94	91	86
CCOP(=O)(OCC)/C(=C\n1c(=S)[nH]c2cc(C)ccc21)C(=O)OC	106	105	95	100	86	91	95	86
CC1=CC(=C(c2cc(C)c(O)c(C(=O)O)c2)c2cc(C)c(O)c(C(=O)O)c2)C=C(C(=O)O)C1=O	104	122	73	97	92	103	x	107
O=c1[nH]c(O)c(/C=N\C(=S)Nc2cc(Cl)ccc2Cl)c(=O)[nH]1	91	106	90	96	99	93	96	89
CC(C)COC1OCCCC1C(OCC(C)C)C(C)C (configuration not stated)	102	x	90	106	108	91	x	97
CC[n+]1c2ccc(C)cc2nc2c3ccccc3c(N)cc21	44	69	47	x	63	29	100	64
c1ccc(C(c2c[nH]c3ccccc23)N2CCCC2)cc1 (configuration not stated)	96	107	74	87	106	89	97	86
O=c1cc(-c2cccnc2)oc2c1ccc1ccccc12	54	65	39	81	71	74	67	82
Cc1cc(N)nc(C)n1	99	118	109	103	97	98	109	100
COc1ccc(/C=C2\Oc3cc(OCCN4CCCC4)ccc3C2=O)c(OC)c1	2.3*	86	20	94	89	85	98	x
Cc1cc(C)c2nc(N3CCC(C(=O)NCCCN4CCC(N5CCCCC5)CC4)CC3)sc2c1	87	101	85	100	86	106	95	112
COC(=O)C1(C)CCCC2(C)C1CCC13OCC(CC21)C(O)(C(C)C)C3O (configuration not stated)	104	105	99	99	114	101	114	99
S=C1C=C(c2ccccc2)SC2c3cccn3CCN12 (configuration not stated)	91	72	87	102	89	60	107	72
Cn1c(N)c(NC(=S)NC2CCCCC2)c(=O)n(C)c1=O	104	118	100	109	117	102	x	109
CCNc1nc(-c2ccc(Cl)c(OC)c2)c(-c2ccnc(NCCNS(=O)(=O)c3ccc(Cl)cc3)n2)s1	18	-8.2*	21	5.7*	1.0*	6.6*	24	33
CC1SC(c2ccc(OCc3ccccc3)cc2)N(NC(=O)C(O)(c2ccccc2)c2ccccc2)C1=O (configuration not stated)	41	x	36	93	76	36	75	26
Nc1nc(Nc2ccc(OCc3cccc(F)c3)cc2)c2c(n1)[nH]c1ccc(O)cc12	x	-17*	-48*	-85*	-68*	-83*	-22*	-60*
CC1CCC(SCc2ccccc2)CC1 (configuration not stated)	113	101	103	103	108	102	123	99
Cc1nc2ccccc2n1C(=O)CN=C1CC(=O)NN1	101	105	x	110	100	89	110	96
c1ccc(Oc2ncnc3ccccc23)cc1	107	115	89	112	105	100	101	95
O=C(O)c1ccc(O)cc1O	103&92	101&116	96&102	101&107	103&112	96&102	99&107	91&100
CCOC(=O)C1(C)CCCC1=O (configuration not stated)	91	113	102	99	111	92	99	96
COc1ccc(Nc2n[nH]c(-c3ccc(Cl)cc3)c2C#N)cc1	115	122	x	94	120	99	109	94
O=C(O)CCCCc1ccc([N+](=O)[O-])cc1	103&84	115&107	90&105	100	95&112	98&92	104&127	107&102
N=C(N)c1ccc(N=NNc2ccc(C(=N)N)cc2)cc1	107	111	99	99	108	93	93	98
CN(C)CCN1CCC(Cc2ccccc2)CC1	78	x	58	104	101	106	99	x
COc1cc(C(=O)NNC(=O)c2ccc(NC(=O)CN)cc2)cc(OC)c1OC	111	102	90	118	99	98	93	69
O=[N+]([O-])c1ccccc1Nc1cccc2ccccc12	75	63	101	86	77	75	86	89
Cc1[nH]c(C(=O)Nc2ccc(C(N)=O)cc2OCc2cccc(C(=O)NCCN)c2)c(Cl)c1Cl	84	73	70	109	105	100	93	92
O=C(Nc1ccc([N+](=O)[O-])cc1)OC1CCS(=O)(=O)C1 (configuration not stated)	101	98	111	99	105	97	94	96
Cc1cccc(C)c1NC(=O)Cn1c2ccc(Cl)cc2c2ccc([C@H](C)C(=O)O)cc21	93	107	63	91	62	93	46	83
CCCc1c(CC)c(=N)c2ccccc2n1C	-3.8*	59	-28*	82	43	32	76	73
NS(=O)(=O)c1ccc(-n2nc(-c3ccc(-c4ccccc4)cc3)ccc2=O)cc1	89	115	90	122	101	100	102	96
CCCC[C@@H](CC)COC(=O)C(C#N)=C(c1ccccc1)c1ccccc1	x	53	69	95	81	83	87	58
Cc1cccc(CN(Nc2ccccc2)c2ccccc2)n1	88	95	93	111	118	93	109	87
C#CC[C@@H]1C[C@]2(C)[C@H]3CC=C4[C@H]5[C@@H](C)[C@H](C)CC[C@]5(C(=O)NCCCCCCCCN)CC[C@@]4(C)[C@]3(C)CC[C@H]2C(C)(C)[C@H]1OC(C)=O	-23*	62	3.4*	94	56	-80*	101	x
Cc1cc(O)c(Cl)cc1O	108	89	102	87	100	99	96	x
O=S(=O)(Oc1ccc(Cl)cc1Cl)c1ccccc1	100	83	90	102	103	105	96	84
CSc1nc2[nH]c(N)nc(=S)c2[nH]1	104	97	103	106	114	92	98	x
NCCn1cc(-c2nc(-c3c[nH]c4ncccc34)cs2)c2cc(F)ccc21	23	65	-5.7*	96	64	57	82	26
O=C1NC(O)(c2ccccc2)c2ccccc21 (configuration not stated)	98	97	92	99	91	104	106	97
NC(N)=N/N=C/c1ccccc1Cl	85	95	101	108	94	94	109	105
CN(Cc1ccccc1)c1nc(Cl)c(C2CC(c3ccc(Br)cc3)=Cc3[nH][nH]c(=O)c32)s1 (configuration not stated)	55	109	93	60	114	64	96	100
O=C(Nc1ccc(I)cc1F)c1cc(Cl)ccc1O	8.1*	-1.5*	x	x	-18*	1.5*	5.5*	-4.7*
Cc1ccc(N(C(=O)C2CC2c2ccc(F)c(F)c2)C(C(=O)NCCN2CCOCC2)c2ccc(F)cc2)cc1 (configuration not stated)	87	102	95	97	98	93	90	84
COc1ccc2c(c1)[nH]c1c(/C=C/c3ccccc3)nccc12	36	x	29	62	74	66	70	44
COc1cc(/C=C\c2cccnc2Nc2ccccc2)cc(OC)c1OC	x	91	x	95	68	26	66	62
N#Cc1c(-c2ccccc2)[nH]c(-c2ccccc2)c1NS(=O)(=O)c1ccc(N)cc1	x	80	81	84	101	78	102	70
Clc1cc(Cl)cc(-c2cnc3nonc3n2)c1	79	82	93	96	90	69	102	60
C/C(=C\CCc1ccsc1)CC/C=C(\C)CCCN1CCN(CCO)CC1	-27*	7.8*	-29*	30	27	26	49	36
CC(C)C(=O)Nc1cccc(-c2ccc(C#N)n2C)c1	87	125	89	93	96	97	106	80
COc1ccc(C2CCCCC2=O)cc1 (configuration not stated)	104	109	103	111	120	103	x	100
CCCCOC(=O)C(C)OC(=O)c1cccc(C(=O)OC(C)C(=O)OCCCC)c1 (configuration not stated)	x	119	93	115	92	102	104	91
Cc1c2c[n+](C(C)C)ccc2c(C)c2c1[nH]c1ccccc12	23	-37*	21	2.8*	35	3.9*	23	-14*
CC(C)(C)c1ccc(C2=C/C(=C\c3ccc(Cl)cc3)C(=O)N2CCc2ccc(S(N)(=O)=O)cc2)cc1	74	98	72	121	90	60	84	74

Quoted at random: two records from the list.
SMILES	K-562	MDA-MB-468	SR	BT-549	MDA-MB-231	MCF7	HS 578T	T-47D
COc1ccc2c(c1)[nH]c1c(/C=C/c3ccccc3)nccc12	36	x	29	62	74	66	70	44
O=C(Nc1ccc(I)cc1F)c1cc(Cl)ccc1O	8.1*	-1.5*	x	x	-18*	1.5*	5.5*	-4.7*
